Screens: PubChem BioAssay, several laboratories
GPR55 activation: selective activators of receptor GPR55 – imaging, U2OS cells, beta-arrestin-GFP redistribution, primary screen (AID 1961) | hit rate 0.048% among 290,000 | one-dose activation, % at 10 µM; EC50 in µM for titrated hits | U2OS GPR55 beta-arrestin-GFP redistribution imaging; higher % means a stronger effect;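 active means activation above 40% with more than 50 cells counted in the well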;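 further: U2OS osteosarcoma cells stably expressing GPR55 and beta-arrestin-GFP; plate controls were DMSO negative control for no effect and LPI positive control for full effect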
KOR beta-arrestin-1: kappa opioid receptor blockers – cell-based, luminescence, uHTS (AID 1778); KOR beta-arrestin recruitment, luminescence, antagonist mode; higher % means a stronger effect; hit rate 0.091% among 290,000; inhibition, % at 10 µM; hits with a dose series show IC50 in µM; further: strong numbers were not always called active
Myeloid diff 2: compounds promoting myeloid differentiation. ER-HoxA9 myeloid progenitors, lysozyme-GFP differentiation, flow cytometry. calls only at 10 µM. hit rate 1% among 360,000. AID 624256;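 active means normalized GFP-positive differentiation at or above the plate's own cutoff, the solvent-only control mean plus 3 SD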;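 further: cells exposed to compound for four days before flow analysis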
NOD1 NF-kB reporter: inhibition of NOD1-driven NF-kB reporter – cell-based, luminescence, uHTS, primary screen (AID 1578); NOD1-driven NF-kB luciferase reporter cells, luminescence; higher % means a stronger effect; one-dose inhibition, % at 4 µM; EC50 in µM for titrated hits; hit rate 1% among 290,000; in the data active means inhibition mostly above about 36%, no sharp cut-off; inactive means mostly below about 34%;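 further: HEK-293T reporter cells stimulated with the NOD1 agonist gamma-tri-DAP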
HIV fusion peptide: inhibitors of HIV fusion peptide binding, primary screen, biochemical, uHTS, fluorescence dequenching (AID 1986); inhibition, % at 20 µM, or IC50 in µM where a hit was titrated; cell-free peptide binding, fluorescence dequenching, 30 min; higher % means a stronger effect; hit rate 0.3% among 290,000; in the data active means inhibition mostly above about 52%, no sharp cut-off; inactive means mostly below about 76%; further: some results filed as inactive read as strong as hits
GPR55 antagonists: inhibition of LPI-stimulated GPR55 beta-arrestin translocation – imaging, U2OS, beta-arrestin-GFP, LPI agonist, primary screen (AID 2013); U2OS GPR55 beta-arrestin-GFP translocation imaging, LPI antagonism; higher % means a stronger effect; hit rate 0.13% among 290,000; inhibition, % at 10 µM, or IC50 in µM where a hit was titrated;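 active means spots per cell inhibited over 60%, with over 100 cells counted and total cytoplasm intensity under 500,000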;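 further: U2OS cells stably carrying GPR55 and arrestin-GFP stimulated by 5 µM LPI near EC80; imaged beta-arrestin-GFP aggregate spots per cell after agonist stimulation; plate controls were LPI-stimulated DMSO wells for no effect and DMSO wells without LPI for full effect; some results filed as inactive read as strong as hits; confirmed hits need IC50 under 10 µM and bright autofluorescent wells are also inconclusive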
GPR35 antagonists: GPR35 antagonists blocking zaprinast-driven arrestin recruitment, primary screen, imaging, U2OS, beta-arrestin-GFP, zaprinast agonist (AID 2058); U2OS GPR35 beta-arrestin-GFP translocation imaging, zaprinast antagonism; higher % means a stronger effect; inhibition, % at 10 µM; hits with a dose series show IC50 in µM; hit rate 0.052% among 290,000;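 active means inhibition of at least 50% with at least 30 cells and total cytoplasm GFP at most 10,000,000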
KOR beta-arrestin-2: kappa opioid receptor activators – cell-based, luminescence, uHTS, primary screen (AID 1777) | KOR beta-arrestin recruitment, luminescence; higher % means a stronger effect | activation, % at 10 µM, or EC50 in µM where a hit was titrated | hit rate 0.02% among 280,000; in the data active means activation above about 50%, passing the limit was not always enough; further: a part of the inactive calls stands beside numbers as strong as those of hits
HEK293 NOD2/NF-kB: NOD2 signaling inhibitors, cell-based, luminescence, uHTS, HEK293 (AID 1566). HEK293 NOD2/NF-kB luciferase reporter, luminescence; higher % means a stronger effect. inhibition, % at 4 µM, or EC50 in µM where a hit was titrated. hit rate 0.63% among 290,000; further: many of its hits are not listed in these tables
Myeloid diff 2 GFP+ MAC1+ %: second read-out of Myeloid diff 2, no call of its own (marks repeat the call); GFP+ MAC1+ double positive, %; measured here: differentiation confirmed by MAC1 staining
Active calls of the source: *; i = inactive; . = not tested or not shown; + = active, no number; [ ] = another dose, or the depositor's remark. Unless noted, no stated cut-off is given here; in the data, active means inhibition above about 50%; inactive means the rest. These rows are one share of the data, so the mix of outcomes need not match the whole.

no.	molecule	GPR55 activation	KOR beta-arrestin-1	Myeloid diff 2	Myeloid diff 2 GFP+ MAC1+ %	NOD1 NF-kB reporter	HIV fusion peptide	GPR55 antagonists	GPR35 antagonists	KOR beta-arrestin-2	HEK293 NOD2/NF-kB
1	CC(C)(C)c1ccc(C(=O)NCCC(=O)N2CCN(c3ncccn3)CC2)cc1	0.0%	10%	i	1.2	-36%	0.4%	0%	8%	-1.7%	10%
2	O=C(O)c1cc2c([nH]c1=O)CCCC2	-0.1%	39%	i	0.9	.	0.0%	8%	0%	2.7%	8%
3	COc1cc(C=O)ccc1OC(=O)c1ccc(C(C)C)cc1	-0.1%	-36%	i	0.7	-10%	4.2%	13%	11%	2.8%	15%
4	O=C(O)CNC(=O)CC12CC3CC(CC(C3)C1)C2	-0.1%	-8%	i	0.5	-17%	0.5%	3%	9%	-1.4%	-1%
5	CN(C)CCNc1c(N)c(=O)oc2ccccc12	0.0%	13%[20 µM]	i	0.2	-25%	-1.0%	1%	-4%	.	-2%
6	CC(O)/C=C/c1ccc2ccccc2n1 (stereo unspecified)	-0.1%	-2%	i	8.6	40%	1.0%	6%	-2%	4.5%	-10%
7	CCOC(=O)c1[nH]c2ccc(OC)cc2c1NC(=O)CN1CCC2(CC1)OCCO2	-0.2%	-10%	i	0.7	-10%	-0.4%	9%	5%	-2.1%	2%
8	COc1ccc(Cl)cc1NC(=O)CSc1nnc(C2CC2)n1C	-0.2%	-2%	i	2.0	-4%	-0.7%	-4%	6%	3.0%	-3%
9	CN(/N=C/c1cccs1)c1cc(=O)n(C)c(=O)[nH]1	-0.2%	-31%	i	1.2	-21%	-0.4%	16%	-5%	-4.2%	5%
10	CCc1c(O)nc(SCC(=O)Nc2ccccc2)n(C(C)CC)c1=O (stereo unspecified)	-0.2%	10%	i	1.4	-16%	-1.5%	9%	24%	-6.6%	3%
11	O=C(NC(=S)N1CCCc2ccccc21)c1ccc(Cl)cc1	-0.3%	-17%	i	1.1	-13%	3.3%	-1%	.	-0.4%	-10%
12	N#C/C(=C\C=C\c1ccccc1)c1nc(-c2ccc(Cl)cc2)cs1	0.9%	12%	i	1.1	-10%	3.6%	4%	16%	-2.6%	14%
13	COc1ccc(C2CC(c3cccs3)=Nc3ccccc3S2)cc1 (stereo unspecified)	-0.3%	-5%	i	7.2	-23%	-0.4%	-2%	5%	-6.3%	8%
14	Cc1[nH][nH]c(=O)c1[C@@H](c1ccccc1[N+](=O)[O-])C(C#N)C#N	-0.1%	21%	i	0.3	0%	-1.9%	10%	-3%	2.0%	7%
15	COc1ccc(C23CC4CC(CC(C4)C2)C3)cc1C(=O)NCCN(C)C	0.5%	-104%[20 µM]	i	0.3	-5%	-0.7%	1.4µM*	2%	-0.8%	-1%
16	O=S1(=O)C=CC(N2CCOCC2)C1 (stereo unspecified)	-0.4%	5%	i	0.6	-19%	0.7%	1%	-1%	-3.4%	7%
17	CCCCN(CC)CCCNC(=O)c1cc2c(-c3ccc(OC)c(OC)c3)nn(C)c2s1	0.2%	4%	i	0.2	-1%	-0.9%	14%	-3%	2.0%	4%
18	COc1ccc(-c2nn(CCC(=O)O)cc2/C=C/C(=O)O)cc1[N+](=O)[O-]	-0.2%	2%	i	0.5	-15%	0.5%	7%	-11%	-2.6%	9%
19	Cc1cc(C)n2c(SCc3c(C)noc3C)nnc2n1	-0.2%	24%	i	0.8	-12%	-3.7%	-2%	2%	6.7%	13%
20	CCC(=O)NC(=S)Nc1ccc(NC(=O)c2ccco2)c(OC)c1	-0.8%	19%	i	0.5	-14%	-1.3%	15%	-3%	5.2%	12%
21	Cc1[nH]c2ccccc2c1C(=O)CSc1ccccn1	0.2%	0%[20 µM]	i	0.5	-22%	-0.7%	28%	6%	.	-5%
22	O=C(CN1C(=O)NC2(CCCC2)C1=O)N1CCN(S(=O)(=O)c2ccc(Cl)cc2)CC1	-0.1%	-20%	i	0.2	-44%	1.4%	11%	-14%	-5.6%	8%
23	COc1ccc(CCNC(=O)c2ccc(CNc3nc(=S)[nH]c4ccccc34)cc2)cc1OC	1.3%	18%	i	0.2	-9%	-0.5%	11%	-6%	-2.9%	12%
24	Cc1ccc(C(=O)C(OC(=O)c2cnccn2)c2ccccc2)cc1 (stereo unspecified)	0.3%	-16%	i	0.1	-46%	0.0%	-2%	13%	-3.9%	3%
25	COC(=O)c1c(C(=O)OC)n(CCCN)c2ccc(C)cc12	0.2%	-23%	i	2.8	-26%	1.8%	12%	-8%	-1.1%	10%

no.	molecule	GPR55 activation	KOR beta-arrestin-1	Myeloid diff 2	Myeloid diff 2 GFP+ MAC1+ %	NOD1 NF-kB reporter	HIV fusion peptide	GPR55 antagonists	GPR35 antagonists	KOR beta-arrestin-2	HEK293 NOD2/NF-kB
26	COC(=O)C1=C(C)n2nnnc2NC1c1ccc(Cl)cc1 (stereo unspecified)	-0.1%	13%	i	1.3	-16%	1.1%	20%	-4%	-0.4%	5%
27	Cn1nnnc1SCC(=O)NCc1ccc2c(c1)OCO2	-0.2%	-46%	i	0.6	-24%	0.2%	-5%	1%	-0.9%	-10%
28	COc1ccc(NC(=S)N(C(C)C)C2CCN(C(C)C)CC2)cc1Cl	-0.3%	-4%	.	.	-3%	7.6%	20%	-13%	-2.1%	3%
29	CC(C)[C@H](NC(=O)OC(C)(C)C)c1nnc(S(=O)(=O)Cc2c(F)cccc2Cl)o1	0.6%	-25%	.	.	41%	-1.8%	-8%	0%	-4.0%	11%
30	C=C(C)n1c(=O)[nH]c2ccccc21	-0.2%	-2%	i	0.8	4%	0.5%	-7%	8%	0.0%	-6%
31	Cc1ccc(C)c(NCC(=O)c2ccc(Cl)cc2)c1	0.3%	11%	i	0.5	1%	2.5%	1%	4%	-2.8%	19%
32	CCOC(=O)c1cccc(-c2ccc(C=O)o2)c1	-0.3%	-19%	i	0.5	-8%	0.0%	-1%	12%	-2.5%	-2%
33	CCN(CC)C(=O)CSc1nnc(COc2ccc(OC)cc2)n1N	-0.1%	-7%[20 µM]	i	0.2	-38%	-0.6%	12%	5%	.	-1%
34	COC(=O)CCC(=O)Nc1ccc(C)cc1OC(=O)CCC(=O)OC	-0.2%	3%	i	0.8	-9%	1.8%	1%	3%	9.2%	-12%
35	CC(=O)c1sc(NC(=O)c2cc(-c3ccccc3)nn2-c2ccccc2)nc1C	-0.2%	-3%	i	0.9	69%	3.3%	16%	-15%	1.9%	49%
36	COc1ccccc1-c1ccc(SCc2ccc(C)cc2)nn1	0.9%	3%	i	0.5	-60%	-0.8%	9%	4%	-2.1%	-58%
37	CC(=O)Nc1ccc(S(=O)(=O)NCc2cn3c(C)csc3n2)cc1	0.3%	-2%	i	0.9	-29%	-0.8%	11%	11%	9.7%	20%
38	Cc1nc([N+](=O)[O-])c(Br)n1Cc1ccc(Cl)c(Cl)c1	-0.3%	20%	.	.	.	1.6%	33%	8%	-5.5%	.
39	Cc1cc(NC(C)C)n2c(nc3ccccc32)c1C#N	1.0%	-4%	i	1.0	-28%	4.5%	2%	-12%	-2.7%	5%
40	O=C(CNC(=O)c1ccccc1F)NCCN1C(=O)S/C(=C\c2ccccc2Cl)C1=O	0.3%	-24%	i	2.9	-21%	0.1%	7%	-4%	2.1%	-3%
41	COc1ccc(Br)cc1CNC(=O)CCCc1cn(C)c2ccccc12	0.3%	-3%	+	4.8*	3%	1.7%	14%	-10%	-1.5%	6%
42	CCOC(=O)C1CCN(C(=O)c2oc3ccc4c(c3c2C)C(O)CC2(CCCCC2)O4)CC1 (stereo unspecified)	-0.3%	-26%	i	4.0	-7%	-1.4%	6%	-4%	-5.2%	32%
43	O=C(c1ccc(NC2=NC3CS(=O)(=O)CC3S2)cc1)N1CCc2ccccc2C1 (stereo unspecified)	-0.1%	29%	i	2.2	-6%	-1.6%	3%	-2%	-4.6%	21%
44	CCn1cc(S(=O)(=O)Nc2ccc3c(c2)OCCO3)cn1	0.5%	0%	i	0.2	-11%	1.9%	3%	2%	-5.0%	37%
45	c1ccc(-c2ccccc2OCc2nnc3n2CCC3)cc1	-0.6%	11%	i	0.0	-18%	0.7%	6%	0%	1.1%	16%
46	N#CC1=C(SCC(=O)Nc2nccs2)NC(=O)CC1c1ccccc1 (stereo unspecified)	-0.1%	-37%	i	6.3	-13%	5.0%	23%	-4%	1.1%	-14%
47	Cc1cc(C)nc(N/N=C/c2ccccc2OCC(=O)O)n1	0.0%	-10%	i	0.5	-9%	1.6%	0%	3%	4.6%	-6%
48	NS(=O)(=O)c1ccc(CCNC(=O)CCc2nc3ccccc3s2)cc1	-0.1%	-19%	i	8.6	56%	0.3%	5%	1%	4.7%	3%
49	CN1C=CC=C/C1=C1\SC(=S)N(Cc2ccccc2)C1=O	-0.7%	46%	i	0.2	-22%	-4.6%	9%	8%	-10%	3%
50	O=C(Nc1ccc(N2CCCC2=O)cc1)c1cccc(F)c1	0.1%	-41%	i	3.2	-13%	-2.6%	0%	10%	1.2%	-73%

no.	molecule	GPR55 activation	KOR beta-arrestin-1	Myeloid diff 2	Myeloid diff 2 GFP+ MAC1+ %	NOD1 NF-kB reporter	HIV fusion peptide	GPR55 antagonists	GPR35 antagonists	KOR beta-arrestin-2	HEK293 NOD2/NF-kB
51	CCOC(=O)C(=O)N1CCN(c2cc3c(cc2[N+](=O)[O-])n(C)c(=O)n3C)CC1	0.1%	-7%	i	0.5	-49%	-1.2%	5%	-2%	-3.5%	-11%
52	CCOC(=O)c1sc(NC(=O)C2CC=CCC2C(=O)O)nc1C (stereo unspecified)	-0.4%	-9%	i	6.5	.	1.0%	14%	-2%	-0.6%	3%
53	COc1ccc(C2c3c(C)nn(-c4ccccc4)c3NC(=O)N2c2ccccc2)cc1 (stereo unspecified)	1.0%	20%	i	0.1	-22%	2.4%	9%	4%	-2.6%	14%
54	CCOC(=O)N1CCC(n2c(SCC(=O)Nc3ccccc3OC)nc3ccccc3c2=O)CC1	-0.2%	-12%	i	1.5	6%	-0.3%	16%	0%	-0.1%	1%
55	CN(c1ccc(O)cc1)c1nc(-c2cccnc2)cs1	0.3%	3%	i	0.9	-68%	-0.9%	-5%	6%	-0.5%	-27%
56	Cc1nnc(NC(=O)c2ccc(Br)cc2)s1	-0.1%	-10%	i	0.9	-48%	-0.4%	2%	-4%	3.4%	-43%
57	CCC1=C(OC(=O)N(CC)CC)N2C(=O)OC(=NCC(=O)OC)[C@]2(Cc2ccccc2)[C@H]2C1=CC[C@H]1C(=O)NC(=O)[C@H]12	-0.1%	-6%	i	1.1	0%	0.5%	2%	-9%	-1.7%	-1%
58	CCOc1cc(/C=N/n2cnnc2)c(Br)cc1O	0.3%	-20%	i	1.1	1%	1.9%	15%	-4%	3.5%	4%
